Thrombin inh: inhibitors of human thrombin | P00734 | inhibition, % at 5 µM | hit rate 0.26% among 220,000 | alpha-thrombin, Boc-VPR-AMC fluorogenic substrate cleavage;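 active = inhibition at or above 40%; inactive = inhibition below 40%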;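 also: 0% = enzyme with no compound and 100% = wells without enzyme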
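Test system: human alpha-thrombin; medium: pH 7.5 Tris-saline with Tween 20; times: reaction at room temperature; signal: AMC fluorescence at 355 nm excitation and 460 nm emission; also added: Boc-VPR-AMC substrate, 15 µM final; dosing: one concentration per compound, 5 µM, with 0.2% DMSO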
PERK inhibitor: inhibitors of human PERK kinase; Q9NZJ5; CHO PERK-DD fusion, SEAP luminescence translation reporter; inhibition, % at 5.6 µM; hit rate 0.17% among 220,000; AID 1416;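 active = inhibition above the mean inhibition of all tested compounds plus 3 SD, set separately per screening campaign, cut at about 2.9% in these data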;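 also: PERK kinase domain activated by AP20187 dimerizer at 100 nM; 0% = DMSO with dimerizer and 100% = rapamycin at 8.4 µM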
Cl transport mod: KCC2 (human) Cl- transport modulation; Q9H2X9; KCC2 cells, thallium flux FluoZin-2 fluorescence; B-score of Tl+ flux slope (higher = more flux/activation; lower = inhibition) at 10 µM; hit rate 2.2% among 190,000; AID 1456;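 active = thallium flux slope and its plate-corrected score both differing from the plate sample mean at a set confidence after two filtering rounds, in either direction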;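 also: slope of fluorescence scaled to starting intensity during 10 to 20 s after thallium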
m-calpain inh: calpain II (pig) inhibition; purified calpain II, fluorogenic peptide substrate, 30 min; inhibition, % at 16 µM; hit rate 0.37% among 220,000; AID 1236;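 active = inhibition above about 50%, limit read from the data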
hK5 inh: blocks human kallikrein 5 protease activity; AID 873; hit rate 0.59% among 210,000; inhibition, % at 5 µM; Q9Y337; recombinant hK5, fluorogenic AMC substrate cleavage;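 active = inhibition of 40% or more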;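 also: 0% = enzyme controls without compound and 100% = no-enzyme blanks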
Target sequence (Q9Y337 67-293 limits assumed): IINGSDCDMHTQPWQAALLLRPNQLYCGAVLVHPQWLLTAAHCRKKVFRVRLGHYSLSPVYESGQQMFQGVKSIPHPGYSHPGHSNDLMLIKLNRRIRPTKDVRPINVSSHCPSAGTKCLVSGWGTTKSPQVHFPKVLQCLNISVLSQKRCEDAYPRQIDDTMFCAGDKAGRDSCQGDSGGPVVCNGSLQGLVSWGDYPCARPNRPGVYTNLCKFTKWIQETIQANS
FXIIa inh: blocks human coagulation factor XIIa protease activity. inhibition, % at 5 µM. purified FXIIa, Boc-QGR-AMC fluorogenic substrate, 2 h. hit rate 0.3% among 220,000. AID 800; in the data active = inhibition above about 40%;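 also: 0% = enzyme with no compound and 100% = blank without enzyme; many of its hits are not listed in these tables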
FXIa inh 1536: factor XIa (human) inhibition; hit rate 0.14% among 220,000; AID 798; inhibition, % at 5 µM; P03951; purified FXIa, Boc-Glu-Ala-Arg-AMC fluorogenic substrate;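 active = inhibition of at least 40%; inactive = inhibition below 40%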;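 also: fluorescence of freed AMC excited at 355 nm; 0% = enzyme without compound and 100% = no enzyme blank; many of its hits are not listed in these tables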
Rad51 HR inh: blocks human Rad51 in homologous recombination | hit rate 0.085% among 200,000 | inhibition, % at 10 µM | hRad51 DNA strand exchange, fluorescence dequenching;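 active = inhibition above 40% at the single screening dose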;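 also: 0% = DMSO control wells and 100% = blanks with heterologous ssDNA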
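Material: human Rad51–ssDNA filaments; Probe or stimulus: labelled 47-mer dsDNA for strand exchange; Doses: single 10 µM dose; Incubation: 37 °C 15-min filament assembly, 30-min compound preincubation, 15-min exchange; Technique: FRET fluorescence dequenching, excitation 485 nm, emission 520 nm; Measure: Fluorescence-based percent inhibition, control- and blank-normalised; Benchmarks: plate control and blank wells.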
Furin inh: inhibitors of human furin; AID 463115; purified furin, fluorogenic substrate cleavage; inhibition, % at 30 µM; hit rate 0.061% among 220,000; in the data active = inhibition above about 25%; also: inactives centre near -15
Target sequence (P09958 108-714 limits assumed): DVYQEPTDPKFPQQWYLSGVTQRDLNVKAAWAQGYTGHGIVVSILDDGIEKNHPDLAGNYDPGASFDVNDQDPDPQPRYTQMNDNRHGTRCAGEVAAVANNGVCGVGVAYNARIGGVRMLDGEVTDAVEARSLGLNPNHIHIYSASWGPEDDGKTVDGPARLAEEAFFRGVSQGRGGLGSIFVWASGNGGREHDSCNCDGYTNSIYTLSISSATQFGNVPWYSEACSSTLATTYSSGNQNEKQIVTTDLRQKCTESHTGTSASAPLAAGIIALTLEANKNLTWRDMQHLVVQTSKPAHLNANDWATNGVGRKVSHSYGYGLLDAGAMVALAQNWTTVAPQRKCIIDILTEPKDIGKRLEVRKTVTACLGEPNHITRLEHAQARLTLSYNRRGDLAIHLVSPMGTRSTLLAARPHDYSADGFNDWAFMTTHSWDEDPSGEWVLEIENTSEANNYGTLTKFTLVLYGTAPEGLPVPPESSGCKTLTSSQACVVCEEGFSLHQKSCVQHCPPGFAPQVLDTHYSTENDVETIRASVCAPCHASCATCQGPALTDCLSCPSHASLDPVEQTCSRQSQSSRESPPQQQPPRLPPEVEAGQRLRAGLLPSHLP
* = called active by the depositor; i = inactive; x = no result given; [ ] = remark or other dose. An excerpt; count on the stated rates, not on these rows.

SMILES	Thrombin inh	PERK inhibitor	Cl transport mod	m-calpain inh	hK5 inh	FXIIa inh	FXIa inh 1536	Rad51 HR inh	Furin inh
O=C(COc1ccccc1[N+](=O)[O-])OC1CCS(=O)(=O)C1 (centres undefined)	-3	0.5	-0.39	-16	1	13	2	1	-13
COc1ccc2oc(=O)c(-c3csc(Nc4cccc(O)c4)n3)cc2c1	-3	1.8	-1.1	-43	-15	8	4	x	4
Cn1c(=O)c2c(nc(SCCNS(=O)(=O)c3ccccc3)n2C)n(C)c1=O	6	0.1	1.5	4	-14	19	3	9	-24
O=C(CCCN1C(=O)c2ccccc2C1=O)Nc1nncs1	4	1.6	-0.089	-7	-17	20	-3	5	-21
COCCn1c(N)c(S(=O)(=O)c2cccs2)c2nc3ccccc3nc21	-9	-2.2	-0.11	i	-42	32	-12	-10	-71
Cc1ccc(OCC(=O)N2CCc3ccccc32)c([N+](=O)[O-])n1	-6	0.7	-0.33	-10	1	12	1	-40	-15
O=C(CCCN1CCC(c2ccccc2)C1)c1ccc2c(c1)OCCO2 (centres undefined)	-8	-1.4	-1.2	-17	3	1	0	3	-11
O=C(Nc1cccn(Cc2c(F)cccc2Cl)c1=O)NC1CCCCC1	7	-0.6	-0.43	9	-11	2	-1	-8	-16
CC(=O)OCC1OC(OC(C)=O)C(NC(=O)Cc2ccccc2)C(OC(C)=O)C1OC(C)=O (centres undefined)	-10	-0.1	-0.55	21	-2	5	-6	7	-11
Cc1ccc(/C=N/NC(=O)CSc2nc3ccccc3n2C)s1	2	-0.1	-0.03	10	-13	13	-2	1	-8[20 µM]

Reformatted bar-delimited: part of the list above
SMILES | Thrombin inh | PERK inhibitor | Cl transport mod | m-calpain inh | hK5 inh | FXIIa inh | FXIa inh 1536 | Rad51 HR inh | Furin inh
COc1ccc2oc(=O)c(-c3csc(Nc4cccc(O)c4)n3)cc2c1 | -3 | 1.8 | -1.1 | -43 | -15 | 8 | 4 | x | 4
O=C(COc1ccccc1[N+](=O)[O-])OC1CCS(=O)(=O)C1 (centres undefined) | -3 | 0.5 | -0.39 | -16 | 1 | 13 | 2 | 1 | -13

Remaining list, next part
SMILES	Thrombin inh	PERK inhibitor	Cl transport mod	m-calpain inh	hK5 inh	FXIIa inh	FXIa inh 1536	Rad51 HR inh	Furin inh
CS(=O)(=O)N1CCN(c2nnc(-c3ccccc3)c3ccccc23)CC1	7	-2.2	-1.3	14	2	33	17	4	-2
NNC(=O)c1nc[nH]c1C(=O)Nc1ccccn1	-3	0.2	1.3	-15	3	6	2	2	-22
CNC(=O)N(O)C1N(c2ccccc2)C(=S)SC1(C)C (centres undefined)	-4	1.3	1.2	-2	-12	5	0	-1	-9
CC(C)CN(C(=O)C(c1ccccc1)c1ccccc1)c1c(N)n(CC(C)C)c(=O)[nH]c1=O	9	0.3	0.13	-6	10	24	13	-4	-15
O=S(=O)(NCCNc1ncc(C(F)(F)F)cc1Cl)C(F)(F)F	0	-0.1	-1.6	-38	-4	11	0	15	-25
CCc1nnc(NC(=O)CN2CCN(c3ccccc3OC)CC2)s1	18	-0.6	x	8	-24	-1	-19	x	-21
CCOCCCNC(=O)Cc1ccc(F)cc1	1	2.0	0.19	-9	-13	9	12	23	-18
CCC1(CC)Cc2ccccc2-c2nc(NCCCO)[nH]c(=O)c21	-14	-0.4	0.63	i	-10	0	-14	0	-125
CC(=O)c1c(OC(=O)c2ccc(C)cc2)c2ccccc2n1C	3	2.0	x	16	-5	5	4	1	2[20 µM]
Cc1cccc2cc(CN(CCCO)C(=O)Nc3cccc(Cl)c3)c(=O)[nH]c12	3	-1.4	x	-15	5	17	0	7	-4
Cc1ncc([N+](=O)[O-])n1CC(=O)NC(C)(C)C	-9	1.5	-0.0076	7	-4	9	-1	3	-18
O=S1(=O)CCN(C(CCO)c2cccc(C(F)(F)F)c2)CC1 (centres undefined)	-10	-0.2	1	29	-11	4	-5	2	-4
CCOC(=O)C1=C(C)Nc2ccc(C)cc2S1	-2	0.3	x	7	-4	4	2	5	-9[20 µM]
CCOC(=O)c1c(C2CC2)csc1NC(=O)COC(=O)c1cc(OC)c(OC)cc1[N+](=O)[O-]	0	1.4	-0.086	-2	-17	13	9	-1	-14
Cc1ccc(NC(=O)c2cc(-c3ccco3)on2)cc1	-4	0.5	-0.33	-86	-23	1	-5	x	-19
CCc1cc2c(SCC(=O)c3ccc(C)cc3)ncnc2s1	2	0.0	-0.0028	-14	-9	14	9	-13	-18[20 µM]
CCOC(=O)C1=C(c2ccccc2)NC(=S)NC1c1ccc(C)c([N+](=O)[O-])c1 (centres undefined)	-8	0.2	-0.97	19	-6	0	-5	7	0
OC(CCCN1CCC(O)(c2ccc(Cl)cc2)CC1)c1ccc(F)cc1 (centres undefined)	-5	-1.3	0.3	6	2	8	1	1	4
S=C(Nc1ccccc1Cl)N1CCCC1	-8	0.4	0.079	-7	2	8	8	1	-26
CCC(C(=O)NC(C)CCc1ccccc1)n1nc(C)n2c(cc3occc32)c1=O (centres undefined)	4	0.1	-5.5*	-15	-8	10	3	3	-14
COc1ccccc1C1CC(c2ccc(Cl)cc2Cl)Nc2nc(N)nn21 (centres undefined)	-3	-0.1	-0.84	-11	-1	9	-2	6	-16
O=C(Nc1ccccc1-c1nc2ccccc2s1)C1=COCCO1	-10	0.5	-0.22	-29	-19	5	-2	2	-10
Cc1cc(NC(=O)c2cccc(C(=O)Nc3cc(C)on3)n2)no1	-4	-0.8	4.2	14	-20	3	-5	5	14[20 µM]
O=C(NC1CCCCCC1)C(Cc1ccccc1)n1cccc1 (centres undefined)	-5	-0.8	-0.72	1	-3	6	-3	17	-23
O=C(Nc1ccc2nn(-c3ccccc3)nc2c1)c1cccnc1	1	0.3	0.56	-12	4	4	5	14	-9
O=C1CC(N2CCN(c3ccc(F)cc3)CC2)C(=O)N1c1ccc2c(c1)OCO2 (centres undefined)	-1	1.6	0.087	-26	-15	-7	-8	6	-12
O=[N+]([O-])c1ccccc1S(=O)(=O)N1CCN(CC2CC3C=CC2C3)CC1 (centres undefined)	8	0.1	0.25	40	34	32	32	0	-9
COC(=O)c1scc(C)c1S(=O)(=O)Nc1ccc(C)cc1	3	2.2	0.88	8	9	10	14	13	-5
COc1ccc(C2CC(c3cccs3)=NN2C(=O)CSc2nc3ccccc3o2)cc1 (centres undefined)	-11	-0.4	-1.1	-5	-1	2	-8	2	-5
Cc1ccc(S(=O)(=O)Nc2ccc3c(c2)nc(CCN2CCOCC2)n3C)cc1	1	-1.4	0.71	11	0	9	-1	0	-10

Record cards, from the list above:
Cc1ccc(S(=O)(=O)Nc2ccc3c(c2)nc(CCN2CCOCC2)n3C)cc1 is listed as Thrombin inh: 1; PERK inhibitor: -1.4; Cl transport mod: 0.71; m-calpain inh: 11; hK5 inh: 0; FXIIa inh: 9; FXIa inh 1536: -1; Rad51 HR inh: 0; Furin inh: -10
O=C(NC1CCCCCC1)C(Cc1ccccc1)n1cccc1 (centres undefined) is listed as Thrombin inh: -5; PERK inhibitor: -0.8; Cl transport mod: -0.72; m-calpain inh: 1; hK5 inh: -3; FXIIa inh: 6; FXIa inh 1536: -3; Rad51 HR inh: 17; Furin inh: -23

The list continues:
SMILES	Thrombin inh	PERK inhibitor	Cl transport mod	m-calpain inh	hK5 inh	FXIIa inh	FXIa inh 1536	Rad51 HR inh	Furin inh
CN1CCN(C(=O)c2ccc(C(C)(C)C)cc2)CC1	2	0.9	0.75	-24	-8	14	-1	13	-21
NC(=NCCc1c[nH]c2ccccc12)NC(=O)c1ccc(Cl)cc1	-10	-0.1	1.2	15	2	7	-1	-3	-22
Cc1cccc(N=C/C(C(=O)C(F)(F)F)=C(\O)c2ccco2)c1	-8	-0.1	-0.029	24	13	5	-1	-11	0
O=c1c(Cl)c(NCCO)ncn1-c1ccccc1	11	1.2	x	13	6	-7	-13	-39	-18
COc1ccc(C(=O)NC(=S)Nc2ccc(Cl)cn2)cc1OC	2	0.1	0.92	2	-10	5	-2	4	-15
COc1ccc(C(=O)NCC2OCCc3ccccc32)c(O)c1 (centres undefined)	-4	0.2	-1.6	-96	1	5	-5	-1	-8[20 µM]
Cc1ccc(C)c(CSc2ncccc2C(=O)O)c1	-4	0.2	0.5	12	-20	4	-4	x	-25
CCn1c(CSCc2ccc(F)cc2)nnc1SCC(=O)NCc1ccccc1	-7	-1.2	-1.8	3	-18	-1	3	5	-11[20 µM]
Oc1ccccc1C(Nc1nccs1)c1ccc2cccnc2c1O (centres undefined)	-6	1.0	5*	-11	-28	4	4	-1	-11
O=C(COC(=O)c1cccc(S(=O)(=O)NCc2ccccc2)c1)NCC1CCCO1 (centres undefined)	-2	1.5	-0.48	-22	0	5	-2	1	-25

Molecules listed so far containing a thiophene ring, fused or not:
SMILES	Thrombin inh	PERK inhibitor	Cl transport mod	m-calpain inh	hK5 inh	FXIIa inh	FXIa inh 1536	Rad51 HR inh	Furin inh
COCCn1c(N)c(S(=O)(=O)c2cccs2)c2nc3ccccc3nc21	-9	-2.2	-0.11	i	-42	32	-12	-10	-71
Cc1ccc(/C=N/NC(=O)CSc2nc3ccccc3n2C)s1	2	-0.1	-0.03	10	-13	13	-2	1	-8[20 µM]
CCOC(=O)c1c(C2CC2)csc1NC(=O)COC(=O)c1cc(OC)c(OC)cc1[N+](=O)[O-]	0	1.4	-0.086	-2	-17	13	9	-1	-14
CCc1cc2c(SCC(=O)c3ccc(C)cc3)ncnc2s1	2	0.0	-0.0028	-14	-9	14	9	-13	-18[20 µM]
COC(=O)c1scc(C)c1S(=O)(=O)Nc1ccc(C)cc1	3	2.2	0.88	8	9	10	14	13	-5
COc1ccc(C2CC(c3cccs3)=NN2C(=O)CSc2nc3ccccc3o2)cc1 (centres undefined)	-11	-0.4	-1.1	-5	-1	2	-8	2	-5

Next section:
SMILES	Thrombin inh	PERK inhibitor	Cl transport mod	m-calpain inh	hK5 inh	FXIIa inh	FXIa inh 1536	Rad51 HR inh	Furin inh
CC(=O)OCCN(Cc1ccccc1)Cc1ccc2c(c1)OCO2	-5	-0.1	-2.8	1	1	-9	-6	-2	-18
CC(C)n1c(NCCc2ccccc2)nc2c1c(=O)n(C)c(=O)n2C	-2	0.1	0.17	-1	-9	7	1	1	-9[20 µM]
CC(NC(=O)CCc1nnc(-c2ccc(-c3ccccc3)cc2)o1)c1nccs1 (centres undefined)	-11	-0.1	-4.1*	-10	-1	5	-5	9	-14
O=C(NCc1cccnc1)c1nc(-c2ccc(C(F)(F)F)cc2)no1	-3	0.3	-0.55	15	-8	3	-6	17	-17
CN(c1ccccc1C(=O)Nc1ccc(S(=O)(=O)N2CCOCC2)cc1)S(C)(=O)=O	-9	-1.2	-0.053	19	-6	29	-4	8	0
O=C(NC(=S)NCc1ccc2c(c1)OCO2)c1ccccc1	-1	0.7	12*	6	-24	12	1	1	-9
CCc1nc(SCc2nnc(-c3ccc(C)cc3)o2)c2c(C)c(C)sc2n1	x	1.5	0.48	x	x	x	x	4	-22[20 µM]
COc1ccc(/C=C/C(=O)NC(=S)NCc2ccccc2)cc1OC	-9	0.0	0.6	0	1	-3	-8	-1	-22
Cc1cccc(OCC(=O)Nc2ccccc2-c2ccccc2)c1	-5	0.8	-0.38	14	-12	2	-3	6	-14
CCOc1ccccc1NS(=O)(=O)c1cn(C)nc1C	-2	1.7	-1.7	12	-12	-2	-5	-4	-13

Source: PubChem BioAssay
